Bioassay records from PubChem.
H9c2 protect: protects H9c2 cardiomyocytes from peroxide injury; protection from H2O2 cell death, % at 20 µM; AID 588492; 0.63% of 360,000 active; H2O2 injury protection, ATPLite, 2 h;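 active = compounds giving at least 50% protection of heart cells from peroxide-induced death in the single-dose screen, raw or plate-pattern-corrected value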;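 note: 0% = DMSO wells with peroxide and 100% = DMSO wells without peroxide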
CaV13 FRET inh: Disruptors of the CACNA1D IQ motif to Ca2+-dependent inactivation inhibitor domain association, primary screening, Förster resonance energy transfer in intact living …; HEK cells, CFP/YFP FRET ICDI-IQ, plate reader, 10 min; percent FRET-ratio fall versus neutral wells; inhibition, % at 12.3 µM; 0.098% of 340,000 active; AID 743397;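 active = mean replicate inhibition of at least 30% and at least 1% of replicates passing that level; inconclusive = only one of the two criteria is met; inactive = neither criterion is met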;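 note: 0% = median of the neutral control wells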
Granule exo inh: blocks lytic granule exocytosis; inhibition, % at 10 µM; 0.66% of 360,000 active; TALL-104 LAMP-1 surface exposure, flow cytometry; cells stimulated with thapsigargin and PMA; AID 651702;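 active = inhibition above about 55%, limit read from the data; inconclusive = no clear call, values can overlap the other calls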
ABCB6 inh MLPCN: blocks the human ABCB6 transporter; Q9NP58; K562-ABCB6 porphyrin accumulation, flow cytometry, 1 h; hits give low values; fluorescence ratio to DMSO, % at 10 µM; 0.19% of 360,000 active;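 active = fluorescence ratio to DMSO below 75%, the collection mean minus 3 SD; inconclusive = too few cells collected in the well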;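 note: signal is porphyrin accumulated inside mitochondria; 100% equals median channel fluorescence of DMSO control wells; lower ratio means ABCB6 inhibition with less porphyrin fluorescence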
iPSC survival up: hiPSC single-cell survival enhancement | 0.044% of 360,000 active | survival enhancement, % at 20 µM | ATPlite luminescence; 100% = ROCK inhibitor wells, 0% = DMSO; in the data active = survival enhancement above about 18%;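 note: cells exposed to compounds for 16 hours before the ATP read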
aDG glyco act: increases alpha dystroglycan glycosylation. activation, % at 10 µM. Pro5-aDG cells, alpha-DG glycosylation AlphaScreen (IIH6); 0% Pro5, 100% B10-LARGE cell signal. 0.22% of 360,000 active;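 active = activation of at least 8% versus controls, or a plate z-score of at least 8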;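 note: Pro5 are CHO cells carrying HIG-tagged alpha-DG that lacks glycosylation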
Glyco luc inh: blocks N-linked glycosylation in D54 reporter cells | reporter increase, % at 12.5 µM | D54 ERlucT glycosylation luciferase reporter, 24 h; percent of 100 nM tunicamycin response | 0.23% of 360,000 active;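 active = mean luciferase reporter signal, scaled so untreated is 0 and the glycosylation-blocking control 100, at or above a set limit in every replicate; inconclusive = mean reaches the limit but not every replicate does; inactive = mean below the limit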;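 note: luciferase carries N-glycosylation sites so blocking glycosylation raises the light; 0% = median of neutral control wells and 100% = median of 100 nM tunicamycin wells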
PDI turbidity: PDI (human) enzyme inhibition; PDI insulin aggregation turbidity, A650, 90 min; inhibition, % at 10 µM; 0.052% of 350,000 active; AID 588391;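 active = mean inhibition across replicates of 30% or more, whatever share of single replicates reach that level; inconclusive = mean inhibition below 30% while every single replicate reaches 30%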;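 note: absorbance from insulin aggregation driven by PDI reduction with DTT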
Target sequence (P07237 whole entry, looked up): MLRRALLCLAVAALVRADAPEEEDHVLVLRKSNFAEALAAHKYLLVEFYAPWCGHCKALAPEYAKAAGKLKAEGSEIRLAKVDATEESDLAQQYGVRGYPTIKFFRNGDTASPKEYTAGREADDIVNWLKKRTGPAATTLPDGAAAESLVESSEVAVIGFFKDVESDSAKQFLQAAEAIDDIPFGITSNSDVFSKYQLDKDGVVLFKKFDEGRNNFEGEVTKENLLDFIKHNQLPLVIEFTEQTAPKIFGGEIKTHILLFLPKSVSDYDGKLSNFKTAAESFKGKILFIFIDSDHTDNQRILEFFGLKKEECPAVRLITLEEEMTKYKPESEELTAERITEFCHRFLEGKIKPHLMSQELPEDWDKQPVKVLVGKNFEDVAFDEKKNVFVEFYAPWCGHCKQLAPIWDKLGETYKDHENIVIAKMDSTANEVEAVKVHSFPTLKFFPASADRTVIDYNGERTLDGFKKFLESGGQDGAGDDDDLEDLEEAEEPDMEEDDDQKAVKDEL
Vif inh: blocks HIV Vif function. 0.35% of 340,000 active. HEK293T cells, Vif self-association by quenched fluorescence, imaging, 24 h. AID 602346. inhibition, % at 7.49 µM; in the data active = inhibition above about 50%, passing the limit was not always enough; inconclusive = no clear call, values can overlap the other calls; inactive = below about 31%; note: some results filed as inactive read as strong as hits
m5-HT2A agonist: activates the mouse 5-HT2A serotonin receptor; 0.66% of 360,000 active; CHO-K1 mHTR2A beta-arrestin complementation, luminescence; percent of 30 µM serotonin response; activation, % at 7.6 µM; AID 624169; P35363;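 active = activation above a run cutoff, the mean activation of all tested compounds plus 3 SD, cut at about 14% in these data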;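 note: 0% = plate median of compound wells and 100% = 30 µM serotonin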
Target sequence (P35363 whole entry, looked up): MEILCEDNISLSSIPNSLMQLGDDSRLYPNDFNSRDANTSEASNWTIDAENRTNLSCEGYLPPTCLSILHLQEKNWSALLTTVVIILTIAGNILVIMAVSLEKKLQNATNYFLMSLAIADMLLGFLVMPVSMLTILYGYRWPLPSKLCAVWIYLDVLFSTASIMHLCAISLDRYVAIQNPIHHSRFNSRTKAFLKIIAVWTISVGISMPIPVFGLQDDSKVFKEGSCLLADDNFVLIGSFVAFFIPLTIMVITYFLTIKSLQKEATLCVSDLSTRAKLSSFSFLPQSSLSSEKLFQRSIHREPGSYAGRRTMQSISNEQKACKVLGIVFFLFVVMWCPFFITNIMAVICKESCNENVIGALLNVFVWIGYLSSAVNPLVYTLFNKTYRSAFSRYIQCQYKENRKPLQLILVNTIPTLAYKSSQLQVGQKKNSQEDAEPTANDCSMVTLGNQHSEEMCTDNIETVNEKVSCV
Starred values were filed as active, the others as inactive; ? = inconclusive; · = no result given. An unsorted share of the library. Share with any hit: about 3.1%.

SMILES	H9c2 protect	CaV13 FRET inh	Granule exo inh	ABCB6 inh MLPCN	iPSC survival up	aDG glyco act	Glyco luc inh	PDI turbidity	Vif inh	m5-HT2A agonist
Nc1c(-c2ccc(F)cc2)cnc2ncnn12	4	-4	-3	102	13	0.0	1	1	13	0
S=C(NC1CCCCC1)N1CCOCCOCCN(C(=S)NC2CCCCC2)CCOCCOCC1	1	-13	4	84	-0.5	0.6	-8	7	-4	-1
Cc1cc2cc(C)c3nnc(SCC(=O)Nc4ccc(S(=O)(=O)N5CCCCC5)cc4)n3c2cc1C	-11	-3	-2	98	-0.7	-0.2	0	-5	-2	5
CN1CCN(S(=O)(=O)c2ccc(-c3ccc(Cl)cc3)cc2)CC1	-12	-7	-2	98	-1.5	0.1	0	0	-2	-7
CC(C)c1cc(=O)oc2c3c4c(cc12)CCCN4CCC3	6	·	0	92	-0.5	0.4	1	-1	-1	1
Cc1c(C(=O)N2CCN(C(=O)c3ccco3)CC2)sc2nc(-c3ccc(F)cc3)cn12	6	-7	4	94	1.2	0.1	-3	·	0	-1
O=C(Nc1ccccc1)NC1(C(=O)NCc2ccco2)CCCCC1	10	-4	0	87	2.4	0.2	1	-5	9	4
Cc1nn(CCC#N)c2nc(-c3ccccc3)cc(C(F)(F)F)c12	-11	-2	2	98	0.9	0.3	-5	5	-6	-4
CCOC(=O)CCn1c(CC(=O)OCC)nc2ccccc21	-2	-9	-2	100	-2.9	0.1	0	-2	8	5
O=C(NNC(=O)C1COc2ccccc2O1)c1ccccc1 (centres undefined)	3	-9	1	109	8.0	0.0	0	-8	10	-2
Cc1ccc(C(NC(N)=O)c2ccccc2C)cc1 (centres undefined)	3	-5	-4	98	0.2	0.3	-2	-4	-1	5
CCOc1ccc2nc(SCC(=O)NCc3ccc(S(N)(=O)=O)cc3)sc2c1	-1	-20	0	104	-0.4	0.2	2	4	-2	5
NC(N)=NN=Cc1ccnc2ccccc12	8	-10	-8	90	0.5	0.3	3	·	4	-6
Cn1c(N)c(S(=O)(=O)N2CCN(Cc3ccccc3)CC2)c(=O)n(C)c1=O	8	-5	-10	96	1.3	-0.1	0	5	7	2
C=C(C)C1CCC(C)=C1COC(=O)Nc1ccccc1 (centres undefined)	-13	-5	1	86	-3.6	0.5	-2	-3	-9	-1
COc1ccc(NC(=O)N(C)C[C@H]2Oc3c(NC(=O)NC4CCCCC4)cccc3C(=O)N([C@H](C)CO)C[C@@H]2C)cc1	22	-3	-3	97	-2.4	0.2	1	8	2	0
O=C1CN(C(=O)c2ccc(Br)o2)C(c2ccc(F)cc2)c2cc(Cl)ccc2N1 (centres undefined)	9	-2	0	97	-1.6	-0.1	3	-8	-9	1
CC(C)n1cc(/C=N/Nc2ccc(C(=O)O)cc2)c2ccccc21	-1	-4	3	96	-0.1	-0.1	-14	-2	4	4
Cc1cc(=O)c2ccc(C(F)(F)F)cc2[nH]1	6	-15	7	101	-0.5	-0.2	1	3	5	-1
Cc1cccc(SCC(=O)Nc2ccc3c(c2)OCCO3)c1	-2	-5	-4	96	-0.5	-0.1	-2	11	2	0

Record cards, as listed above.
Record of NC(N)=NN=Cc1ccnc2ccccc12 = H9c2 protect: 8; CaV13 FRET inh: -10; Granule exo inh: -8; ABCB6 inh MLPCN: 90; iPSC survival up: 0.5; aDG glyco act: 0.3; Glyco luc inh: 3; PDI turbidity: ·; Vif inh: 4; m5-HT2A agonist: -6
Record of CC(C)n1cc(/C=N/Nc2ccc(C(=O)O)cc2)c2ccccc21 = H9c2 protect: -1; CaV13 FRET inh: -4; Granule exo inh: 3; ABCB6 inh MLPCN: 96; iPSC survival up: -0.1; aDG glyco act: -0.1; Glyco luc inh: -14; PDI turbidity: -2; Vif inh: 4; m5-HT2A agonist: 4
Record of Cc1cccc(SCC(=O)Nc2ccc3c(c2)OCCO3)c1 = H9c2 protect: -2; CaV13 FRET inh: -5; Granule exo inh: -4; ABCB6 inh MLPCN: 96; iPSC survival up: -0.5; aDG glyco act: -0.1; Glyco luc inh: -2; PDI turbidity: 11; Vif inh: 2; m5-HT2A agonist: 0

Other structures:
SMILES	H9c2 protect	CaV13 FRET inh	Granule exo inh	ABCB6 inh MLPCN	iPSC survival up	aDG glyco act	Glyco luc inh	PDI turbidity	Vif inh	m5-HT2A agonist
O=C(COC(=O)CNS(=O)(=O)/C=C/c1ccccc1)NC1CCS(=O)(=O)C1 (centres undefined)	2	-6	0	104	-1.4	0.0	4	-1	0	1
CCCCNC(=O)NCCN1CCOCC1	7	-2	-12	101	0.4	0.0	1	1	-1	0
CCCCCC(=O)NC(=S)Nc1ccc(NC(=O)c2ccco2)cc1	-8	0	-8	97	-0.8	0.5	7	-4	-1	1
O=C1NC(=Nc2ccc(Cl)cc2)SC1Cc1cccc(Cl)c1Cl (centres undefined)	-6	-5	-4	102	1.8	0.2	-2	-8	-10	2
C/C=C/c1cccc(-c2nc(C(=O)NC3Cc4ccccc4C3)cc3c2[C@@H](CCO)N(C(C)=O)C3)c1	·	-6	5	99	0.2	-0.3	·	·	·	8
CC(C)(C)OC(=O)NCCCCCc1nnc(SCc2cccc(F)c2)o1	-10	-2	3	94	-0.5	0.2	-2	14	-6	0
O=c1cc(-c2ccccc2)oc2c1CCCC2	12	·	-2	96	-0.1	0.2	-2	·	2	-2
O=C1N[C@@H](Cc2ccccc2)C(=O)N2[C@@H]3N(S(=O)(=O)c4ccccc4)c4ccccc4[C@]3(Br)C[C@@H]12	-10	-4	1	99	1.4	-0.1	-3	1	-5	-1
CC(C)(C)OC(=O)c1c(N)n(CCCN2CCCC2=O)c2nc3ccccc3nc12	24	·	-3	93	3.3	-0.4	3	3	-9	2
CC1CCN(C(=O)CSc2nc(=O)n3cc(Cl)ccc3n2)CC1	3	-5	9	103	0.4	0.0	1	-5	8	3
COc1cc(CC(=O)Nc2ccc(Cl)c(C(F)(F)F)c2)cc(OC)c1OC	-8	-15	-1	97	-0.7	0.5	2	-1	-13	-3
COc1ccc(/C(C)=N/NC(=O)Cc2ccc(Cl)cc2)cc1	-7	-1	0	111	-0.3	0.2	3	-6	0	1
Cn1cnc(S(=O)(=O)N2CCN(c3cccc(Cl)c3)CC2)c1	-3	-4	7	100	1.8	0.6	-2	-3	-11	-2
O=C(CNS(=O)(=O)c1cccc(Br)c1)NCC1CCCCC1	2	-3	2	93	0.3	0.0	-3	2	11	0
CN(CC(=O)NCc1ccc2c(c1)OCO2)S(=O)(=O)c1ccc(Br)s1	-16	0	1	93	1.9	-0.2	-5	-6	4	3
COc1ccc(OC)c(N(CC(=O)Nc2cccnc2)S(C)(=O)=O)c1	6	-5	-1	99	-2.3	-0.1	3	10	24	2
Cc1ccccc1Cc1ccc(Cl)nn1	-1	-2	15	100	-1.6	0.3	0	-5	-4	-2
COc1ccc(NC(=O)c2ccco2)cc1NC(=O)c1ccccc1F	-5	-7	-4	101	-0.4	0.1	-2	-4	-6	-2
CCC1=Nc2cc(C(=O)NCCCOC)ccc2Sc2ccccc21	-1	-6	3	98	2.6	-0.2	?	-1	7	1
COc1ccc(Nc2c3c(nc4c(-c5ccccc5)c(C)nn24)CCC3)cc1	7	-18	-2	96	3.6	0.0	2	-5	3	-1

3 compounds out of the list above, arranged by their value in CaV13 FRET inh, largest number first.
SMILES,CaV13 FRET inh
CCCCNC(=O)NCCN1CCOCC1,-2
O=C(COC(=O)CNS(=O)(=O)/C=C/c1ccccc1)NC1CCS(=O)(=O)C1 (centres undefined),-6
COc1ccc(Nc2c3c(nc4c(-c5ccccc5)c(C)nn24)CCC3)cc1,-18

(more compounds)
SMILES	H9c2 protect	CaV13 FRET inh	Granule exo inh	ABCB6 inh MLPCN	iPSC survival up	aDG glyco act	Glyco luc inh	PDI turbidity	Vif inh	m5-HT2A agonist
CCCc1cn(CC(C)n2c(=O)c3ccccc3n2Cc2cc(C(C)C)no2)nn1 (centres undefined)	·	-6	-1	·	·	0.2	·	·	·	2
CCCc1cc(C(=O)Nc2ccc(F)cc2F)no1	-8	-5	3	93	-0.6	-0.1	-1	·	-7	5
Cc1c(C(=O)N(Cc2ccc(N(C)C)cc2)CC2CCCO2)oc2ccccc12 (centres undefined)	-6	-14	-6	101	0.4	0.1	-2	-3	-2	-4
Cc1nc(SCC(=O)Nc2ccc(Cl)cc2[N+](=O)[O-])nc(C)c1C	-6	-6	1	95	-0.1	0.2	1	-8	-2	0
CCOC(=O)c1c[nH]n(-c2ccc(C)cc2)c1=O	2	-3	0	99	1.2	-0.2	3	-3	0	-1
COc1ccc(C)cc1NC(=O)C1CCN(S(C)(=O)=O)CC1	5	-5	4	95	1.2	-0.2	1	2	9	3
CCOC(=O)C1CCN(C(=O)c2cccc(S(=O)(=O)Nc3ccc(C)cc3C)c2)CC1	-2	-6	13	92	0.1	0.8	0	-7	2	5
CCN(C(=O)COC(=O)CNC(=O)c1ccc2ccccc2c1)c1c(N)n(Cc2ccccc2)c(=O)[nH]c1=O	11	-5	3	97	-0.7	-0.2	3	1	25	5
CC(C)c1ccc(CC(C)C2C3=C(CCCC3=O)OC3=C2C(=O)CCC3)cc1 (centres undefined)	-21	-4	-3	99	8.8	0.1	-9	-3	-8	-3
CCc1ccc(CCC(=O)N2CCN(S(=O)(=O)c3ccc(Br)cc3)CC2)cc1	0	-5	-4	91	-0.3	0.2	-4	3	·	-2
Cn1c(=O)[nH]c(=O)c2c1nc(N1CCCCCC1)n2CCN1CCCCCC1	0	-5	-3	95	0.0	0.1	-2	-1	15	-8
Cn1c(C(=O)OC(C(=O)NC2CCCCC2)c2ccncc2)cc2sccc21 (centres undefined)	-5	-7	23	90	-3.2	0.3	-3	-1	34	-3
Cc1ccc(OCc2ccc(C(=O)N3CCCC3)o2)cc1C	5	-5	0	96	0.2	0.2	4	-9	0	-3
Cc1ccc(NC(=O)Nc2ccc3c(c2)CCC3)cc1C	-4	·	-4	96	-0.1	0.4	-1	-6	3	-10
Cc1cc(C)c(NC(=O)c2sc3nc4c(cc3c2N)C(=O)CC(C)(C)C4)c(C)c1	-10	-5	-11	106	4.7	0.3	-2	15	-3	-1
O=C(N/N=C/c1cccc(OCC(=O)N2CCCC2)c1)C(=O)Nc1ccccc1F	4	-3	0	98	0.7	0.0	2	12	-5	0
O=C(Nc1ccc(F)cc1)C(c1cccc(F)c1)N1CCN(C(=O)c2ccco2)CC1 (centres undefined)	·	-10	10	·	·	0.3	·	·	·	-1
COc1cccc(NC(=O)CN(C)C(=O)[C@@H]2CCCN2C(=O)c2cccs2)c1	19	-6	-6	90	-0.1	-0.3	0	-3	6	-3
CCOc1ccccc1NC(=O)Nn1cnnc1	4	·	-2	106	-0.3	0.2	0	1	-4	3
COc1ccc(-c2nc(CS(=O)CC(=O)NC3CCCCC3)c(C)o2)cc1 (centres undefined)	-8	-2	6	99	-0.2	0.2	0	6	-9	-1
